Dicer processing: blocks human Dicer maturation of pre-miR-21. Q9UPY3. AID 1347074. cat-ELCCA pre-miR-21 Dicer processing, chemiluminescence; hits give high values. z-score at 25 µM. 6% of 47,000 active; in the data active means z-score above about 3, passing the limit was not always enough;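 further: plate controls were vehicle for no effect and no enzyme for full effect; higher signal means more uncleaved substrate so more Dicer inhibition; strong numbers were not always called active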
An asterisk follows results filed as active. An excerpt, so the mix of outcomes need not match the whole.

For CN(C)CCCN1C(=O)C(=O)/C(=C(/O)c2ccc(Cl)cc2)C1c1ccc(F)cc1 (configuration not stated) the results were Dicer processing 2.2.
Screening O=C1c2oc3ccccc3c(=O)c2C(c2ccc(O)cc2)N1Cc1ccccc1Cl (configuration not stated) returned Dicer processing 1.
`CCN1CCN(CC(=O)c2c(C)[nH]c3ccccc23)CC1` gave Dicer processing 2.4.
`CC1CN(c2nc(-c3ccc(Cl)cc3)nc3ccccc23)CC(C)O1` (configuration not stated) gave Dicer processing -0.86.
`COc1cccc(C(=O)Oc2ccc(-c3cnc4ccccc4n3)cc2)c1` gave Dicer processing -2.3.
For CC1=C(/C=C/C(C)=C/C=C/C(C)=C/C(=O)Nc2ccc(O)cc2)C(C)(C)CCC1 the results were Dicer processing -2.2.
O=C(O)c1cc2cccc(S(=O)(=O)N3CCCCC3)c2cc1O was read as Dicer processing -1.7.
O=C(c1cc2n(n1)C(C(F)(F)F)CC(c1ccccc1)N2)N1CCOCC1 (configuration not stated) was read as Dicer processing 3.6*.
CCS(=O)(=O)c1nc(NC(C)=O)n[nH]1 was read as Dicer processing 0.79.
Screening O=C1SC(Nc2ccccc2)C(=O)N1c1ccccc1 (configuration not stated) returned Dicer processing 1.3.
NC(Cc1c[nH]c2ccc(Br)cc12)C(=O)O (configuration not stated) was read as Dicer processing -0.81.
`Cc1cc(NC(=O)CCCC(=O)O)n(C)n1` gave Dicer processing 0.7.
C/C(=N\OCC(=O)O)c1ccc(Cl)cc1 was read as Dicer processing 0.11.
O=C(Oc1ccc(-c2cnc3ccccc3n2)cc1)c1ccco1 was read as Dicer processing 1.
`Cc1cc(C)n(-c2nc3c(c(=O)[nH]c(=O)n3C)n2Cc2ccc(F)cc2)n1` gave Dicer processing -0.84.
Screening Cc1ccc(Cl)cc1N1CC(O)=C(c2nc3ccccc3c(=O)[nH]2)C1=N returned Dicer processing -1.7.
COc1ccc(Cl)cc1C(=O)NC1CCSC1=O (configuration not stated) was read as Dicer processing -5.3.
CCOC(=O)c1n[nH]n(-c2cc(Cl)cc(Cl)c2)c1=O was read as Dicer processing 0.6.
Screening CCN1C(=O)SC(CC(=O)O)C1=O (configuration not stated) returned Dicer processing -0.41.
Screening COc1ccccc1C1NC(=O)c2sc(=S)n(-c3ccccc3)c2N1 (configuration not stated) returned Dicer processing -0.12.
Screening Clc1ccc(-c2nn3c(COc4ccccc4)nnc3s2)cc1 returned Dicer processing 1.1.
Cc1nnc(SCC(=O)Nc2nsc(-c3ccc(C(C)(C)C)cc3)n2)s1 was read as Dicer processing 1.8.
`CC1CCCN(S(=O)(=O)c2ccc(N3CCOCC3)nc2)C1` (configuration not stated) gave Dicer processing -1.1.
Cc1ccc(CNc2ccc3nnc(-c4ccccc4)n3n2)cc1 was read as Dicer processing 0.9.
COc1ccc(C2CC(=O)CC(c3ccc(OC)cc3)S2)cc1 (configuration not stated) was read as Dicer processing 0.15.
CCOC(=O)c1c(/N=C/C2=C(O)C(c3ccccc3)CCC2=O)sc(C)c1C (configuration not stated) was read as Dicer processing -0.33.
`Cc1nc(-c2ccccn2)nc(N2CCN(CCO)CC2)c1Cl` gave Dicer processing -0.34.
N#Cc1cn(-c2ccccc2Cl)nc1N was read as Dicer processing -1.3.
For CSc1sc(C(=O)N/N=C/c2ccccc2Cl)c2c1C(O)CCC2 (configuration not stated) the results were Dicer processing 2.7.
COc1ccc(OC)c(C(=O)CC2(O)C(=O)N(Cc3ccccc3)c3ccc(Br)cc32)c1 (configuration not stated) was read as Dicer processing 2.5.
`CCOC(=O)c1ncoc1-c1ccc(C(F)(F)F)cc1` gave Dicer processing 0.53.
CN(C)c1ccc(C(C2=C(O)CC(C)(C)CC2=O)C2=C(O)CC(C)(C)CC2=O)cc1 was read as Dicer processing -0.67.
Screening O=C(CN1C(=O)c2ccccc2C1=O)NCc1cc2ccccc2s1 returned Dicer processing -0.58.
For Brc1c(-c2ccccc2)nc2ccccn12 the results were Dicer processing -1.6.
Cn1nc(C(F)(F)C(F)F)cc1-c1ccccc1O was read as Dicer processing 5.3*.
CCCN(c1nc(C)cc(OC)n1)S(=O)(=O)c1ccccc1Cl was read as Dicer processing 6.1*.
For O=C(O)c1cc(NC(=O)c2cccs2)cc(C(=O)O)c1 the results were Dicer processing 2.4.
Screening O=[N+]([O-])c1ccc(-c2csc(N3CCOCC3)n2)cc1 returned Dicer processing 19.
`O=C1CC(C(=O)Nc2ccccc2F)n2c(nc3ccccc32)N1` (configuration not stated) gave Dicer processing 1.6.
`O=C(Cn1cc(C(=O)c2ccco2)c2ccccc21)NCCc1c[nH]c2ccccc12` gave Dicer processing 4*.
For CC(C)COc1ccc2[nH]c3c(c2c1)CCCC3=O the results were Dicer processing 0.44.
For CC(=O)OCC#CCSc1nnc(-c2cccc(Br)c2)o1 the results were Dicer processing 0.03.
Screening COC(Cn1c(SCc2ccccc2Cl)nnc1-c1ccccc1)OC returned Dicer processing -0.87.
Screening CCOC(=O)/C(C#N)=C/N(/N=C/c1ccccc1)c1ccccc1 returned Dicer processing -0.03.
For COc1cccc(C(=O)Nc2ccc(Cl)cc2OC(F)(F)F)c1 the results were Dicer processing -0.74.
`O=C1c2ccccc2C(=O)N1c1ccc(-n2ccc(C(F)(F)F)n2)cc1` gave Dicer processing -0.46.
Cc1ccc(C2/C(=C(\O)c3ccc(F)cc3)C(=O)C(=O)N2CCCN2CCOCC2)cc1 (configuration not stated) was read as Dicer processing -1.2.
For CCCCCCC#Cc1cncc(C(=O)NN)c1 the results were Dicer processing 0.76.
CN(CCO)CC(O)Cn1c2ccc(Cl)cc2c2cc(Cl)ccc21 (configuration not stated) was read as Dicer processing 0.61.
`Oc1ccccc1/C=N/Nc1nc2c(Cl)cc(Cl)cc2s1` gave Dicer processing 1.7.
CC(O)CN1C(=O)c2cccc3cccc(c23)C1=O (configuration not stated) was read as Dicer processing 3.2*.
`Cc1ccc(Cc2cc(C)n[nH]c2=O)cc1` gave Dicer processing 0.14.
Screening COc1ccccc1-c1nc(SCC(=O)c2ccc(Br)cc2)n[nH]1 returned Dicer processing -1.2.
For COc1ccc(CCN=C(C)c2ccc3ccccc3c2)cc1OC the results were Dicer processing -1.7.
CCCCCc1ccc(C(=O)NCc2cccs2)cc1 was read as Dicer processing -0.45.
`Cc1nc(N)[nH]c(=O)c1Oc1cccc(C(F)(F)F)c1` gave Dicer processing 0.04.
COc1ccc(S(=O)(=O)N2CCN(c3ccc(Cl)cc3)CC2)cc1 was read as Dicer processing 1.
Screening CCc1cc(CC)c(NC(=O)C(C)(C)C)c(CC)c1 returned Dicer processing -0.83.
For O/N=C/c1ccc(-c2ccc(F)cc2F)o1 the results were Dicer processing 0.66.
`COc1cccc2c1OC(c1cccc(OC)c1OC)N1N=C(c3ccccc3O)CC21` (configuration not stated) gave Dicer processing 2.1.
For CC1CC(=O)c2cnc(Nc3ccccc3)nc2C1 (configuration not stated) the results were Dicer processing 6.9.
CC(C)CCN1CC(C)C(O)(c2ccccc2)CC1C (configuration not stated) was read as Dicer processing 0.56.
`O=C(c1ccccn1)N(Cc1ccco1)C1(C(=O)Nc2ccc(Br)cc2)CCCCC1` gave Dicer processing 1.7.
Screening Clc1ccc(CCNc2ncnc3sccc23)cc1 returned Dicer processing -1.1.
Screening CCOC(=O)N1CCc2c(sc(N)c2C(=O)c2ccc(Cl)cc2)C1 returned Dicer processing -1.9.
Screening COc1cccc(-c2nc(-c3cc4cc(C)ccc4[nH]c3=O)no2)c1 returned Dicer processing 0.33.
O=C(NC(=S)NNc1ncc(C(F)(F)F)cc1Cl)c1ccccc1 was read as Dicer processing -2.2.
N#Cc1c2c(c(N3CCCC3)[nH]c1=S)CCCC2 was read as Dicer processing 0.93.
Screening CC(C)Oc1ccc(C2(C)NC(=O)NC2=O)cc1 (configuration not stated) returned Dicer processing 2.5.
Cc1cc(C)n(-c2cccc(Cl)c2C#N)n1 was read as Dicer processing 0.67.
Screening CN(C)CCCN=C(NO)c1ccc(Cl)cc1Cl returned Dicer processing -0.03.
Screening Cn1c2c(c(=O)[nH]c1=O)C(c1ccc(F)cc1)C1=C(N2)c2ccccc2C1=O (configuration not stated) returned Dicer processing -0.29.
CCOc1cc(C2C(C(=O)c3ccco3)=C(O)C(=O)N2CC2CCCO2)ccc1O (configuration not stated) was read as Dicer processing -1.6.
CCOC(=O)NC(=S)NC(C)(C)C was read as Dicer processing -0.77.
`Cc1ccc2c(c1)OC(c1ccc(N(C)C)cc1)N2` (configuration not stated) gave Dicer processing -0.36.
`Cc1ccc(-n2nnnc2SCCOc2ccc(C)c(C)c2)cc1` gave Dicer processing 9.8*.
For CC(C)NC(=O)N1CCc2sccc2C1C (configuration not stated) the results were Dicer processing 2.3.
For O=c1ncc(Oc2ccc(Cl)cc2Cl)c[nH]1 the results were Dicer processing 0.89.
COc1ccc2c(c1)C(C)=CC(C)(C)N2C(=O)Nc1ccc(Cl)cc1 was read as Dicer processing 1.2.
Screening Nc1nc2ccc(Cc3nc4ccccc4o3)cc2s1 returned Dicer processing -0.46.
For CN1CCN(c2nc3c(c(=O)n(C)c(=O)n3C)n2CC(O)c2ccccc2)CC1 (configuration not stated) the results were Dicer processing -1.6.
`Cc1cc(-c2cccs2)c2c(N)c(C(=O)c3ccccc3)sc2n1` gave Dicer processing 0.82.
For CCOC(=O)C1C2C=CC3(CN(c4cccc(Cl)c4)C(=O)C13)O2 (configuration not stated) the results were Dicer processing 0.11.
CCOc1ncnc2c1[nH]c1ccccc12 was read as Dicer processing 0.58.
For CCC(c1c(N)[nH]c(=S)[nH]c1=O)c1c(N)[nH]c(=S)[nH]c1=O the results were Dicer processing -0.26.
Cc1sc(-c2c(F)cccc2F)nc1O was read as Dicer processing -0.16.
Screening CN(C)c1ccc(C2=NCCCN2)c(SCc2cccc(C(F)(F)F)c2)c1 returned Dicer processing -1.5.
Screening Clc1ccc(CN2CCN(Cc3ccco3)CC2)cc1 returned Dicer processing 0.11.
Cc1nc(NC2=NCN(Cc3ccco3)CN2)nc2ccccc12 was read as Dicer processing -0.78.
Screening COCc1cc(C(=O)Nc2ccc(Cl)cc2)cc2c1OCOC2 returned Dicer processing 1.3.
Cc1cccc(Cl)c1NC(=O)N1CCCN(c2ncccc2C(F)(F)F)CC1 was read as Dicer processing -0.4.
For COc1cc(C2C(C(=O)OCc3ccccc3)=C(C)NC3=C2C(=O)CC(C)(C)C3)cc(Cl)c1O (configuration not stated) the results were Dicer processing 0.68.
For CCOc1ccc(C2C3=C(CCCC3=O)Nc3ncnn32)cc1 (configuration not stated) the results were Dicer processing -0.59.
`CCOC(=O)c1c(C)n(CCOc2ccccc2)c2c1cc(O)c1ccccc12` gave Dicer processing 0.63.
Clc1ccccc1CNCc1ccc2c(c1)OCO2 was read as Dicer processing 0.73.
Screening CC(C)C[C@H](N)c1nnc(SCC(=O)c2ccc(Cl)cc2)o1 returned Dicer processing 0.53.
Screening CS(=O)(=NS(=O)(=O)c1ccccc1C(F)(F)F)c1ccc(Cl)cc1 (configuration not stated) returned Dicer processing -0.05.
`Cc1nc(C)c(S(=O)(=O)NCc2nn(-c3ccccc3)nc2C)s1` gave Dicer processing -2.
`COc1cc(C2N(Cc3ccc(N(C)C)cc3)CCCN2Cc2ccc(N(C)C)cc2)cc(OC)c1OC` gave Dicer processing 0.81.
`COc1cc(C2SCCS2)cc(Br)c1OC(=O)NC(=O)c1c(F)cccc1F` gave Dicer processing 1.9.
`CCn1c(-c2cc(-c3ccccc3)sc2N)n[nH]c1=S` gave Dicer processing 2.6.
`CS(=O)(=O)NCCc1ccccc1` gave Dicer processing 2.4.

Grouped by structure, the compounds so far containing an aryl methoxy group.
`COc1cccc(C(=O)Oc2ccc(-c3cnc4ccccc4n3)cc2)c1` gave Dicer processing -2.3.
COc1ccc(Cl)cc1C(=O)NC1CCSC1=O (configuration not stated) was read as Dicer processing -5.3.
Screening COc1ccccc1C1NC(=O)c2sc(=S)n(-c3ccccc3)c2N1 (configuration not stated) returned Dicer processing -0.12.
COc1ccc(C2CC(=O)CC(c3ccc(OC)cc3)S2)cc1 (configuration not stated) was read as Dicer processing 0.15.
COc1ccc(OC)c(C(=O)CC2(O)C(=O)N(Cc3ccccc3)c3ccc(Br)cc32)c1 (configuration not stated) was read as Dicer processing 2.5.
CCCN(c1nc(C)cc(OC)n1)S(=O)(=O)c1ccccc1Cl was read as Dicer processing 6.1*.
For COc1cccc(C(=O)Nc2ccc(Cl)cc2OC(F)(F)F)c1 the results were Dicer processing -0.74.
Screening COc1ccccc1-c1nc(SCC(=O)c2ccc(Br)cc2)n[nH]1 returned Dicer processing -1.2.
For COc1ccc(CCN=C(C)c2ccc3ccccc3c2)cc1OC the results were Dicer processing -1.7.
COc1ccc(S(=O)(=O)N2CCN(c3ccc(Cl)cc3)CC2)cc1 was read as Dicer processing 1.
`COc1cccc2c1OC(c1cccc(OC)c1OC)N1N=C(c3ccccc3O)CC21` (configuration not stated) gave Dicer processing 2.1.
Screening COc1cccc(-c2nc(-c3cc4cc(C)ccc4[nH]c3=O)no2)c1 returned Dicer processing 0.33.
COc1ccc2c(c1)C(C)=CC(C)(C)N2C(=O)Nc1ccc(Cl)cc1 was read as Dicer processing 1.2.
For COc1cc(C2C(C(=O)OCc3ccccc3)=C(C)NC3=C2C(=O)CC(C)(C)C3)cc(Cl)c1O (configuration not stated) the results were Dicer processing 0.68.
`COc1cc(C2N(Cc3ccc(N(C)C)cc3)CCCN2Cc2ccc(N(C)C)cc2)cc(OC)c1OC` gave Dicer processing 0.81.
`COc1cc(C2SCCS2)cc(Br)c1OC(=O)NC(=O)c1c(F)cccc1F` gave Dicer processing 1.9.
